Bioassay records as filed in PubChem.
EPAC2 antag: qHTS for Antagonist of cAMP-regulated guanine nucleotide exchange factor 2 (EPAC2): primary screen; EPAC2 GEF exchange of Rap1B-BODIPY-GDP, fluorescence; Potency, µM (titrated, usually from 114 µM), without a hit: at the highest dose activity, negative = inhibition, hits mostly inhibitors; 0.18% of 360,000 active; also: potency is read from the fitted curve at half-maximal effect; % is scaled to controls: 0 for no effect and ±100 for the full control effect; nearly all actives have a fitted effect of over 45% in size; many of its hits are not listed in these tables
Target sequence (Q8WZA2 whole entry, looked up): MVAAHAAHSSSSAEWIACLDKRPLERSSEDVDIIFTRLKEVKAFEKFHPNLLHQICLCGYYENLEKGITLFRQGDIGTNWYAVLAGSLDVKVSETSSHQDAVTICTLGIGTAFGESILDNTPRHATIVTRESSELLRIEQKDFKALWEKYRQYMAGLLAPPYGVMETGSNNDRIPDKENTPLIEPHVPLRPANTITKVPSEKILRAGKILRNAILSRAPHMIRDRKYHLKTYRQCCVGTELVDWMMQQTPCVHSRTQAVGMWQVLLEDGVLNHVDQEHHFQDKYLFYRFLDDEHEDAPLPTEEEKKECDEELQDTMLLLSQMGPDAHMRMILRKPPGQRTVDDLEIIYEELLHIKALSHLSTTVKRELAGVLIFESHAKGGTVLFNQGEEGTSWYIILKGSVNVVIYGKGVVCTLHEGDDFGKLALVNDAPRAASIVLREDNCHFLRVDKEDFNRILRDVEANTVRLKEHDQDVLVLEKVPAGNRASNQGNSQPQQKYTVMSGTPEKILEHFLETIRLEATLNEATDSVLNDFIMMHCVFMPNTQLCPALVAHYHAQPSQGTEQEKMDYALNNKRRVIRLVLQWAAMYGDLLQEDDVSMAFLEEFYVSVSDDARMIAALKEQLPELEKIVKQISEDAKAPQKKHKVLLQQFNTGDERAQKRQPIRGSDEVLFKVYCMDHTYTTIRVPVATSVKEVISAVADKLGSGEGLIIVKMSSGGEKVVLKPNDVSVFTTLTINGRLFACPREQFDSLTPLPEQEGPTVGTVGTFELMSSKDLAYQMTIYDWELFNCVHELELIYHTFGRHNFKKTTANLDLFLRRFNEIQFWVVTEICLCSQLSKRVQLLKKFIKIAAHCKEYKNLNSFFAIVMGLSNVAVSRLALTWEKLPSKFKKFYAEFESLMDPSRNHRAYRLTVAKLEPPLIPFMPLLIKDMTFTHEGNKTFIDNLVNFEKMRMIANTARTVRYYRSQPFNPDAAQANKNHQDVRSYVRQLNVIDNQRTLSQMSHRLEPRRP
aSyn yeast inh: qHTS of alpha-syn Inhibitors; Yeast expressing alpha-synuclein, growth rescue, BacTiter-Glo, 24 h; Potency, µM (series often up to 46.1 µM), inactives show at the top dose growth rescue (activation), usual class: activators; 0.14% of 370,000 active; also: potency is read from the fitted curve at half-maximal effect; % of control where 0% means no effect; nearly all actives have a fitted effect of over 65% in size
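Galactose-induced alpha-syn yeast (OD600=0.02, raffinose-pregrown) + pinned cpd, 24 hr, 30 deg C; growth by BacTiter-Glo luminescence. Growth restoration scores as activation.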
TDP43 rescue: qHTS of TDP-43 Inhibitors | TDP-43 expressing yeast growth rescue, BacTiter-Glo, 24 h | Potency, µM (highest dose often 46.1 µM), without a hit: at the top dose growth rescue (activation), actives largely listed as activators | 1.8% of 410,000 active | AID 652104, 2013; also: potency is read from the fitted curve at half-maximal effect; % of control where 0% means no effect; nearly all actives have a fitted effect of over 50% in size
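Galactose-induced TDP-43 yeast, OD600=0.02, compound pinned; 24 hr, 30 deg C; BacTiter-Glo luminescence for growth. Inhibitors of TDP-43 toxicity read as activators.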
EPAC2 ag: qHTS for Agonist of cAMP-regulated guanine nucleotide exchange factor 4 (EPAC2): primary screen | EPAC2 activation, biochemical qHTS; response scale: 100% = 6.5 mM cAMP response | Potency, µM (titrated, usually from 154 µM), for the others: top-dose activation, usual class: activators | 0.079% of 360,000 active; also: potency is read from the fitted curve at half-maximal effect; nearly all actives have a fitted effect of over 50% in size
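Compounds were added across a concentration range to EPAC2 (100 nM), RAP1B-BODIPY-GDP (250 nM) and GDP (50 uM). After 5 min at room temperature, fluorescence was recorded at 5-min intervals for 30 min.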
FUS suppressor: qHTS for Suppressors of FUS Proteinopathy: Primary screen using FUS-linked yeast assay | 0.24% of 390,000 active | AID 1347120, 2019 | Potency, µM (series often up to 76.6 µM), for the others: at the top dose growth rescue (activation), hits mostly activators | S. cerevisiae FUS-expressing, growth rescue, OD600, 24 h;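 also: potency is read from the fitted curve at half-maximal effect; plate controls were DMSO vehicle for no effect and reference control for full effect; nearly all actives have a fitted effect of over 55% in size; some results filed as inactive show a strong effect at the top dose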
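Quantitative HTS measuring growth restoration of FUS-toxic yeast. Galactose-induced cells (OD 0.005) were exposed 24hr at 30C to compounds at several concentrations, then absorbance at 600 nm was recorded.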
Abeta yeast res: qHTS for compounds that reverse cellular toxicity of Amyloid beta (A-beta) peptide in yeast: Primary Screen. yeast expressing A-beta42, growth rescue, OD600, 48 h; response scale: 0% DMSO, 100% iron-clioquinol control. 0.063% of 410,000 active. Potency, µM (titrated, usually from 46.1 µM), without a hit: at the top dose growth rescue, usual class: activators. AID 1347071, 2019; also: potency is read from the fitted curve at half-maximal effect; nearly all actives have a fitted effect of over 55% in size
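Growth rescue measured by 600 nm absorbance after 48 h yeast culture at 30 C with compound. Values normalized between DMSO and an equimolar ferric chloride plus clioquinol control.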
D3 antag: qHTS of D3 Dopamine Receptor Antagonist: qHTS. D3R cells, DiscoveRx beta-arrestin luminescence, antagonist mode; hits give low values. AID 652054, 2013. max response, negative = inhibition, %. 2.5% of 360,000 active. D(3) dopamine receptor (Homo sapiens), P35462; in the data active = max response below about -50%; inconclusive = no clear call, values can overlap the other calls; also: % is scaled to controls: 0 for no effect and ±100 for the full control effect; mostly tested at two doses, the higher about 12 µM
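Cells expressing the human receptor were seeded at 1500 cells/well, incubated overnight at 37 degrees C in 5% CO2, then exposed to library compounds with dopamine controls for 90 minutes at 37 degrees C before luminescent detection.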
D3 ag: qHTS of D3 Dopamine Receptor Agonist: qHTS; D3R DiscoveRx beta-arrestin cells, luminescence, 90 min; max activation, %; 0.58% of 410,000 active; AID 652048, 2013; in the data active = max activation above about 30%; also: 0% is about no effect; mostly tested at two doses, the higher about 12 µM
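Agonist mode: compounds and dopamine controls were applied to plated cells for 90 min at 37 degrees C after an overnight attachment at 1500 cells/well. Luminescent read-out followed 30 - 60 minutes at room temperature with DiscoveRx detection reagent.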
Active calls of the source: *; ? = inconclusive; / = no result given; [ ] = remark or other dose. Unless noted, calls follow the shape of the dose curve; as a rule, active = well fitted curve in the direction sought with a large enough effect; inconclusive = small, poorly fitted or top-dose-only effect, or another doubt; inactive = no such curve, though single readings can be large; an effect the other way counts as inactive or inconclusive.

SMILES	EPAC2 antag	aSyn yeast inh	TDP43 rescue	EPAC2 ag	FUS suppressor	Abeta yeast res	D3 antag	D3 ag
CN(C)c1ccc(/C=C(\C#N)c2nc3ccccc3c(=O)[nH]2)cc1	/	/	0.0%	/	-2.3%	-19.1%	/	-11.2
Cc1ccccc1CN1CCN(C(=O)c2cc(-c3ccncc3)nc3ccccc23)CC1	-10.2%	-9.1%	11.7%	4.5%	/	0.0%	4.8	29.1
O=C(COc1cccc(-n2cnnn2)c1)Nc1ccccc1	-1.0%	0.0%	-5.8%	11.5%	15.0%	8.1%	-18.1	-3.4
CC(=O)Nc1ccc(NC(=O)CSCc2ccccc2Cl)cc1	15.7%	-5.0%	-24.6%	8.4%	12.0%	1.7%	-3.6	-11.5
O=C(CSc1ncnc2scc(-c3ccc(Cl)cc3)c12)NCc1ccc2c(c1)OCO2	9.9%	-1.4%	-6.2%	3.1%	38.0%	-16.2%	18.7	-0.6
CCSC1=N/C(=C\c2ccc(C(=O)O)cc2)C(=O)S1	0.2%	8.5%	-11.6%	-5.8%	13.1%	16.5%	-17.9	8.4
CC1=Nc2ccccc2/C1=C\c1nc(-c2ccc(F)cc2)oc1O	47.4%[activator]	-3.1%	-0.9%	?	17.0%	4.4%	-7.7	-6.2
COC(=O)c1ccccc1S(=O)c1snnc1C (stereo unspecified)	-5.2%	-3.0%	17.6%[9.22 µM]	7.5%	-7.3%	-14.0%	1.8	2.3
CN(Cc1ccccc1)C(=O)c1ccc(S(=O)(=O)N(C)c2ccccc2)cc1	-0.4%	-0.9%	19.1%	20.8%	27.5%	-10.6%	0.0	-5.7
O=C(Nc1cccc2nsnc12)c1cccnc1Cl	1.8%	-10.5%	0.0%	1.0%	-5.8%	-10.8%	9.7	1.5
CN(Cc1nc(Cc2cccc(F)c2)no1)CC1CCOCC1	-0.1%	-1.4%	23.1%	8.2%	-4.3%	-13.9%	-13.9	-6.9
CCC(=O)Nc1cccc(C(=O)N(Cc2ccccc2)Cc2ccccc2)c1	-19.4%	6.8%	0.0%	7.5%	?	3.0%	4.7	2.5
Cc1cccc(CSCCNC(=O)CN2C(=O)c3ccccc3S2(=O)=O)c1	-11.2%	6.6%	9.3%	-2.9%	6.1%	-8.8%	8.3	-5.9
O=C(CCC(=O)OCCCC(F)(F)C(F)(F)F)Nc1ccc(Cl)cc1Cl	-24.1%	4.5%	?	-0.9%[15.6 µM]	3.5%	0.0%	5.1	6.6
CCOc1ccc2[nH]c(=O)c(CN(Cc3ccc(F)cc3)C(=O)N3CCCC3)cc2c1	13.1%	-0.3%	9.3%	-11.7%	-3.5%	4.2%	-3.6	-4.3
C/C(=N/NC(=O)c1ccc(NC(=O)c2ccc(F)cc2)cc1)c1ccccc1	14.0%	1.8%	15.6%	-1.9%	43.7%	11.9%	0.1	-0.5
Cc1ccc(-n2c([S-])c(C(=O)NC(C)c3ccccc3)[n+]3ccccc23)cc1 (stereo unspecified)	-12.9%	-3.5%	0.3%	10.4%	17.2%	-1.1%	-15.5	-9.1
Cc1c(C(=O)OC2CCCCCC2)[nH]c2c1C(=O)CC(c1ccc(Cl)cc1)C2 (stereo unspecified)	/	/	27.3%	/	-11.0%	1.9%	/	2.8
CCOC(=O)c1sc(-c2cccc([N+](=O)[O-])c2)cc1N	3.9%	-6.8%	?	-0.9%	-7.6%	3.3%	4.6	7.4
COc1ccc(N2CCN(S(=O)(=O)CCNC(=O)c3ccc(OC(C)C)cc3)CC2)cc1	/	/	21.2%	/	-2.8%	-1.2%	/	2.9
O=S(=O)(NCCc1csc2nc(-c3ccc(Cl)cc3)nn12)c1ccc2c(c1)OCCO2	/	/	18.0%	/	-7.0%	-3.1%	/	0.2
CCOC(=O)C1CCN(C(=O)Cn2nc(CC)n3c(cc4sccc43)c2=O)CC1	/	/	-11.1%	/	8.7%	-24.2%	/	-13.3
Cc1cc([N+](=O)[O-])ccc1Nc1nc2ccccc2n2cnnc12	4.6%	-3.3%	?	2.2%	-11.3%	7.0%	22.8	2.1
CCn1c(CNC(=O)c2ccccc2OC)nnc1SCC(=O)c1ccc(F)cc1	-0.7%	-9.5%	-1.1%	3.5%	16.6%	-18.7%	10.9	-0.6
Nc1cccc(-c2nc3cc(S(=O)(=O)c4ccc5oc(-c6cccc(N)c6)nc5c4)ccc3o2)c1	14.6%	-2.4%	23.2%	8.4%	54.7%	-7.5%	16.4	3.5

The list continues:
SMILES	EPAC2 antag	aSyn yeast inh	TDP43 rescue	EPAC2 ag	FUS suppressor	Abeta yeast res	D3 antag	D3 ag
CC(=O)Nc1ccc(NC(=O)CSc2nc3ccccc3nc2N2CCOCC2)cc1	/	/	-5.3%	/	20.1%	-16.4%	/	0.7
CCOC(=O)CN1C(=O)C(O)=C(C(C)=O)C1c1ccc([N+](=O)[O-])cc1 (stereo unspecified)	7.8%	1.2%	18.0%	-2.0%	-32.1%	15.8%[9.22 µM]	?	6.5
Cc1ccc(Nc2cc(C)nc(-c3ccccc3)n2)cc1	-7.3%	-7.4%	12.5%	7.8%	-4.8%	-10.0%	-19.6	-3.0
Nn1c(C2CCCCC2)nc2ccccc2c1=O	8.0%	14.6%	?	6.6%	2.5%	-14.3%	15.9	-0.9
CCN1C(=O)[C@H]2[C@@H](c3ccc(C(F)(F)F)cc3)N[C@]3(CCCN(Cc4cccn4C)C3=O)[C@H]2C1=O	5.7%	-0.4%	0.0%	0.4%	28.8%	1.1%	-16.1	-6.8
COCC(=O)Nc1nc2n(n1)C(c1ccccc1Cl)CC(c1ccc(OC)cc1)N2 (stereo unspecified)	2.8%	-1.1%	-0.9%	3.7%	20.8%	8.4%	7.5	9.0
CN(C)S(=O)(=O)c1ccc(C(=O)NCCOc2ccc(F)cc2)cc1	7.8%	4.0%	-8.0%	4.7%	9.8%	10.8%	21.0	5.0
Cc1ccc(S(=O)(=O)N(C)C)cc1NC(=O)CN1C(=O)NC(Cc2ccccc2)C1=O (stereo unspecified)	13.4%	-4.8%	0.2%	10.0%	3.1%	21.4%	-6.5	-9.7
Cc1cc(C)c2sc(N(CCN(C)C)C(=O)c3cc(Cl)sc3Cl)nc2c1	2.6%	-3.1%	-22.0%	5.5%	18.4%	-7.5%	-29.4	-4.8
CCCN1C(=O)/C(=N\OCC(=O)Nc2ccc(C(C)C)cc2)c2ccccc21	-15.2%	1.1%	15.4%	-6.0%	/	10.3%	-9.2	-9.2
Brc1ccc(C2=Nc3cccc4cccc(c34)N2)o1	-1.1%	0.1%	13.3%	-0.4%	21.1%	-9.3%	-16.1	-6.3
Cc1c(-c2ccccc2)oc2c(C(=O)OCC(=O)Nc3ccc(F)cc3)cccc2c1=O	-7.3%	-5.5%	15.1%	6.4%	-25.8%	-3.4%	0.5	2.8
Cc1ccc(CSc2nnc(-c3ccncc3)o2)c(C)c1	-7.4%	10.2%	?	3.7%	12.6%	-10.7%	-2.8	4.9
CC1(C)Cc2c(C#N)c(SCCOc3ccccc3)nc(N3CCOCC3)c2CO1	-5.4%	0.7%	?	8.0%	35.1%	21.9%	35.2	3.8
CC(=O)c1cnn(-c2cc(Oc3ccc(F)cc3)ncn2)c1C	-4.0%	-1.0%	9.0%	-2.2%	4.0%	-11.8%	11.4	-8.4
Cc1ccc(S(=O)(=O)N2CCC(C(=O)NCCC3=CCCCC3)CC2)cc1C	-4.9%	1.7%	0.0%	-1.4%	24.6%	22.2%	-26.7	5.4
CSCCC(NC(=O)c1ccco1)C(=O)NNC(=O)c1n[nH]c(=O)c2ccccc12 (stereo unspecified)	4.0%	6.4%[1.84 µM]	-18.0%	6.4%	14.7%	2.4%	-11.4	20.1
CN1CCN(C(=O)c2ccc(CSc3ccc(Cl)cc3)cc2)CC1	-1.6%	1.9%	6.8%	-0.4%	/	-5.3%	-21.8	-17.4
CNC(=O)NC(=O)C(c1ccccc1)N(C)CC1COc2ccccc2O1 (stereo unspecified)	0.0%	0.4%	-2.3%	10.6%	15.1%	5.0%	2.6	-4.4
O=c1[nH]c(=O)n(C2CCCCC2)c(O)c1C1=Nc2ccccc2SC(c2ccccc2)C1 (stereo unspecified)	/	/	12.5%	/	3.3%	-9.7%	/	-8.6
CCOC(=O)c1ccc(N2C(=O)CC(C)(CC)CC2=O)cc1	-3.5%	-12.2%	-4.1%	3.0%	2.4%	3.0%	-7.5	-10.1
CCC(=O)Oc1c(Sc2ccc(Cl)cc2)c(C)nn1-c1ccccc1	/	/	-94.1%[inhibitor]	/	-46.9%	-82.8%[inhibitor]	/	-8.9
COc1cccc(N2CCN(C(=O)NC3CCCCC3)CC2)c1	9.2%	1.6%	25.4%	-11.3%[15.6 µM]	-3.9%	12.8%	-21.8	0.7
O=C(O)c1ccc(Nc2nc(-c3ccccc3)nc3ccccc23)cc1	11.8%	-18.0%	22.4µM*	0.6%	-20.1%	-68.0%[inhibitor]	11.3	2.9
COc1ccc(CNc2nc(NCc3ccc(OC)cc3)n(S(C)(=O)=O)n2)cc1	-2.1%	0.9%	-1.0%	11.7%	-6.9%	-4.1%	31.3	-8.3

Six compounds drawn at random from the list so far:
SMILES	EPAC2 antag	aSyn yeast inh	TDP43 rescue	EPAC2 ag	FUS suppressor	Abeta yeast res	D3 antag	D3 ag
CCCN1C(=O)/C(=N\OCC(=O)Nc2ccc(C(C)C)cc2)c2ccccc21	-15.2%	1.1%	15.4%	-6.0%	/	10.3%	-9.2	-9.2
CSCCC(NC(=O)c1ccco1)C(=O)NNC(=O)c1n[nH]c(=O)c2ccccc12 (stereo unspecified)	4.0%	6.4%[1.84 µM]	-18.0%	6.4%	14.7%	2.4%	-11.4	20.1
Nn1c(C2CCCCC2)nc2ccccc2c1=O	8.0%	14.6%	?	6.6%	2.5%	-14.3%	15.9	-0.9
CCOC(=O)c1ccc(N2C(=O)CC(C)(CC)CC2=O)cc1	-3.5%	-12.2%	-4.1%	3.0%	2.4%	3.0%	-7.5	-10.1
COc1ccc(CNc2nc(NCc3ccc(OC)cc3)n(S(C)(=O)=O)n2)cc1	-2.1%	0.9%	-1.0%	11.7%	-6.9%	-4.1%	31.3	-8.3
Brc1ccc(C2=Nc3cccc4cccc(c34)N2)o1	-1.1%	0.1%	13.3%	-0.4%	21.1%	-9.3%	-16.1	-6.3

Only part of the results is shown, so the mix of outcomes need not match the whole.
